# H9c2 TAG inh: inhibitors of triacylglycerol accumulation, primary screen, cell-based, uHTS, fluorescence, H9c2; inhibition, % at 12.5 µM; AID 651582, 2012; hit rate 0.66% among 230,000; H9c2 cells, Nile Red lipid (TAG) fluorescence; cells loaded with 200 µM oleic acid;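 active means pattern-corrected inhibition of lipid staining of at least 50% with the nuclear-stain viability signal not falling by more than 50%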;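 further: 0% = DMSO wells and 100% = triacsin C control wells; some results filed as inactive read as strong as hits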
# H9c2 TAG inh DAPI viability: recorded beside H9c2 TAG inh, whose call it bears; DAPI nuclei signal change (viability), lower = more cytotoxic, %;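 whole-well DAPI fluorescence read on a plate reader as a viability signal; minus 50 percent equals half of cells still viable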
# Numbers without * were called inactive. Only part of the results is shown; count on the stated rates, not on these rows.
SMILES,H9c2 TAG inh,H9c2 TAG inh DAPI viability
O=[N+]([O-])c1ccc(/C=N/Nc2nc(NCc3ccccc3)nc(N3CCOCC3)n2)cc1,-6,-2
COC(=O)c1sc2nc(C)nc(SCC(=O)C(C)(C)C)c2c1C,-12,-9
COc1cccc(CNC(=O)CSC(=S)N2CCCC2)c1,-3,-4
CCN1C(=O)[C@H]2[C@@H](c3ccc(C)cc3)N3C(=O)N(c4ccc(C)cc4)C(=O)[C@@]3(CC)[C@H]2C1=O,5,-8
CN1CCN(c2ccc(NC(=O)CSc3ccccc3)cc2F)CC1,6,2
O=C1c2ccccc2-c2c1c1ccccc1c(=O)n2CCO,-2,-13
CCc1nn2c(=O)c(S(=O)(=O)Nc3ccc(C(C)C)cc3)c(C)nc2s1,12,1
CCn1c(SCC(=O)Nc2nonc2C)nnc1-c1ccco1,-8,-6
COc1cccc(-c2cc(C(F)(F)F)nc(-n3cccn3)n2)c1,-15,15
C=CCNC(=S)N1CCN(c2ncc(C(F)(F)F)cc2Cl)CC1,-12,9
Cc1ccc(NC(=O)c2ccc3c(c2)NC(=O)CS3)nc1,2,1
Cc1ccc(S(=O)(=O)CC(=O)Nc2nccs2)cc1,18,-1
COc1cccc(OC)c1C(=O)N1CCN(S(=O)(=O)c2ccccc2)CC1,20,-11
COc1ccc(CN2CCN(C(=O)CC(C)C)CC2)c(OC)c1OC,7,5
O=C(O)C(Sc1ccncn1)c1ccccc1 (configuration not stated),5,6
COCCNC(=O)C1(C)Cc2c(-c3ccc(N(C)C)cc3)ccnc2O1 (configuration not stated),-2,0
O=C(c1ccccc1Cc1ccccc1)N1CCN(S(=O)(=O)c2ccccc2)CC1,-8,5
COc1ccc(/C=C/C(=O)c2cc(Br)ccc2O)cc1OC,-11,-2
Cc1nnc(NC(=O)c2oc3c(ccc4ccccc43)c2C)s1,-1,26
COc1cccc(S(=O)(=O)Nc2ccc(C(O)(C(F)(F)F)C(F)(F)F)cc2)c1,7,3
CCOC(=O)c1cc2c(=O)n3ccccc3nc2n(Cc2ccco2)c1=NC(=O)c1cccnc1,14,0
COC(=O)c1ccc(OC(=O)N2CCOCC2)cc1,3,-5
COc1ccccc1OCC(=O)OCC(=O)Nc1sccc1C(N)=O,6,8
Cn1cccc1CC(=O)N/N=C/c1ccc(Cl)c([N+](=O)[O-])c1,-13,6
O=C(c1ccc2c(c1)OCO2)N1CCN(c2ncccn2)CC1,-9,-2
Nc1nc(SCC(=O)Nc2ccc(Br)cc2F)n[nH]1,13,4
CCCn1c(SCC(=O)NC(=O)NCc2ccccc2)n[nH]c1=O,17,7
C=CCN1C(=O)/C(=C2/Sc3ccccc3N2CC)SC1=S,1,-3
COc1cccc(NC(=O)CN2C(=O)c3cccnc3Oc3ccc(Cl)cc32)c1,-16,2
O=C(N/N=C/c1cccc(NC(=O)c2ccc(Cl)cc2)c1)c1cccc(O)c1,-6,0
O=C(CSc1ccc2nnc(CCNC(=O)c3ccccc3)n2n1)Nc1ccc(F)cc1F,-9,8
Cc1cc2ccccc2n1CCNC(=O)C1CCCCC1,13,-4
COC(=O)C(C(C)C)N1CCc2c(C)nc3c(C#N)cnn3c21 (configuration not stated),8,10
CCOC(=O)Cc1nnc(NC(=O)Nc2ccccc2)s1,-10,2
O=C(COc1ccc(-c2nnco2)cc1)Nc1ccc(F)c(Cl)c1,-12,3
CCNC(=O)C1(C)CCN(C(=O)c2cccc(C#N)c2)C1 (configuration not stated),-7,9
O=C(Nc1ccc(C(F)(F)F)cc1[N+](=O)[O-])O[C@H]1[C@H](Cc2ccccc2)NS(=O)(=O)[C@H]2C[C@@H]3C=C[C@]12O3,19,-9
CCOC(=O)N1CCN(S(=O)(=O)c2ccc(C(=O)N(CCCN(C)C)c3nc4c(F)cc(F)cc4s3)cc2)CC1,-14,-1
Cc1ccc(-c2ccc3nnc(SCC(N)=O)n3n2)cc1,2,1
Cc1cc(C)c(C2=NOC3C4CCC(C4)C23)c(C)c1 (configuration not stated),-3,-3
O=C(NC1CCCC1)c1ccc(CN2CCOCC2)cc1,1,8
CC1=C(C(=O)OC(C)C)C(c2ccc(Cl)cc2)n2c(s/c(=C\c3ccc(OCC(=O)O)cc3)c2=O)=N1 (configuration not stated),-4,3
CC(C)CC(=O)NC(Nc1ccccc1F)C(Cl)(Cl)Cl (configuration not stated),6,-4
O=C(NCc1ccccn1)c1cccn1-c1ncc(C(F)(F)F)cc1Cl,8,-11
N=c1c(S(=O)(=O)c2ccccc2)cc2c(=O)n3ccccc3nc2n1C1CCCCC1,-16,-4
C[C@]12c3[nH]c4ccc(Cl)cc4c3CCN1C(=O)[C@@H](CC(=O)NCC13CC4CC(CC(C4)C1)C3)C[C@@H]2C(=O)N1CCCCC1,48,2
COC(=O)C1CCN(CC(=O)Nc2ccc3c(c2)OCCO3)CC1,-3,4
CSc1ccccc1C(=O)N(CC1CCCO1)c1c(N)n(Cc2ccccc2)c(=O)[nH]c1=O (configuration not stated),-7,4
CCC1=NN2C(=N)/C(=C\c3cccn3-c3ccc(Cl)cc3)C(=O)N=C2S1,6,-5
CCCCCC1=CCC/C1=N\NC(=O)c1ccc2c(c1)OCO2,-13,2
O=C(c1ccc(-c2ccccc2Cl)s1)N1CCOCC1,-6,18
COc1cc2nc(CN3CCN(S(=O)(=O)c4ccccc4)CC3)[nH]c(=O)c2cc1OC,5,7
Cc1cc2c(=O)n(CC(=O)N3CCN(c4ccc(F)cc4)CC3)cnc2s1,-3,-7
COc1ccc(S(=O)(=O)Cc2ccc(C(=O)N3CCN(c4ccccn4)CC3)o2)cc1,1,0
CC1=NCCN1S(=O)(=O)c1cc([N+](=O)[O-])ccc1Cl,-3,16
COc1ccc(CNC(=O)CSc2cccc3cccnc23)cc1,-35,0
O=C(NC1CCCCC1)C1CCC(CNS(=O)(=O)c2cccc3nsnc23)CC1 (configuration not stated),-1,-6
O=C(O)/C(=C\c1ccc(Br)cc1)c1ccc(S(=O)(=O)N2CCCCC2)s1,13,-15
Clc1ccc(-c2nn3c(-c4ccccc4)nnc3s2)cc1,14,14
COc1ccc(C(=O)NC(Oc2ccccc2)C(Cl)(Cl)Cl)cc1 (configuration not stated),8,-6
# (listing goes on)
SMILES,H9c2 TAG inh,H9c2 TAG inh DAPI viability
CC(C)c1ccc(O)c(N)c1,7,9
OCCNCC12CC3CC(CC(C3)C1)C2,3,0
Cc1occc1C(=O)N1CCN(S(=O)(=O)c2ccc(F)cc2)CC1,-4,-5
O=C(CS(=O)c1cccc(C(F)(F)F)c1)Nc1ccc(Cl)cc1Cl (configuration not stated),-24,1
CCOC(=O)N1CCN(C(c2ccc(C)cc2)c2sc3nc(C)nn3c2O)CC1 (configuration not stated),-11,8
COc1ccc(CN2C(=O)c3ccccc3C2OC)cc1 (configuration not stated),-10,4
CCOC(=O)c1sc(NC(=O)CSc2n[nH]c(-c3ccccc3)n2)c(C#N)c1C,-2,-2
Cc1ccc(F)c([C@H]2[C@H]3C=CC[C@@H](C)[C@@H]3C(=O)N2Cc2ccccc2)c1,-18,4
Cc1ccccc1NC(=S)N(CCN1CCCCCC1)Cc1cccs1,-8,-5
CN(C(=O)c1cccc(NC(=O)Cc2ccc(NC(=O)C3CCN(C(=O)C4CCCCC4)CC3)cc2)c1)C1CCCC1,-7,2
O=C1CCCC2=C1C(c1ccccc1)n1c(s/c(=C/c3cccc(F)c3)c1=O)=N2 (configuration not stated),-3,-4
COc1ccc(/C=N/Nc2nc3ccccc3o2)cc1O,6,-15
C/C=C\C=C\C(=O)N1CC2(CC(c3cccc(NC(=O)CC)c3)=NO2)C[C@H]1C(N)=O (some centres not stated),5,2
COc1ccccc1NC(=O)CN1C(=O)COc2ccc(C)cc21,-5,1
CCOC(=O)c1ccc(S(=O)(=O)N2CCC(C(=O)NCC3COc4ccccc4O3)CC2)cc1 (configuration not stated),5,-4
O=C(CN(Cc1ccccc1)C(=O)c1csnn1)NCc1ccccc1,-5,2
COc1ccccc1N(Cc1ccccc1)S(=O)(=O)c1cccc(C(=O)NC2CC(C)(C)NC(C)(C)C2)c1,27,-9
CC(C)(C)OC(=O)N1CCCC(C(=O)CC#N)C1 (configuration not stated),14,-8
O=C(CN1CCCC1)Nc1ccc(Br)cc1[N+](=O)[O-],4,-3
O=C(Nc1cccc(C(F)(F)F)c1)c1ccc2sc([C@H]3C[C@H](O)[C@@H](CO)O3)nc2c1,-2,8
O=C(Nc1ncc(Cc2cccc(C(F)(F)F)c2)s1)C1CCCO1 (configuration not stated),3,-1
N#Cc1c(NCCN)nc(NCc2ccccc2)c2c1CCN(Cc1ccccc1)C2,1,16
O=C(COC(=O)c1ccc(Cl)c(S(=O)(=O)N2CCCCC2)c1)NCC1CCCCC1,2,-4
CCOC(=O)N1CCN(C(=O)c2cc3c(=O)n4ccccc4nc3s2)CC1,9,16
CN(CC(=O)Nc1ccc2c(c1)OCCO2)S(=O)(=O)c1ccc(Br)s1,4,-7
CN(CC(=O)NCCc1ccccc1)S(=O)(=O)c1ccccc1,6,-6
CCN(CC)S(=O)(=O)c1ccc(OC)c(NC(=O)CCS(=O)(=O)Cc2ccccc2)c1,5,4
Cc1onc(C(=O)NN)c1-c1csc(COc2ccccc2)n1,-4,4
Cn1c(SCC(=O)N2CCCCCC2)nc2c(c1=O)SCC2,-7,-11
CC#CCCC(=O)N1C=Cc2ccccc2C1C#N (configuration not stated),1,-10
S=c1[nH]c2cnc(Cl)nc2[nH]1,-4,2
Cc1cc(NC(=O)COn2nnc3ccc(S(C)(=O)=O)cc32)ccc1Br,1,0
COc1ccc(CN2C(=O)CN=C2Nc2cccc(C)c2C)cc1,12,-11
C[C@H]1CN=C(N(C)C)N1CCc1ccc(F)cc1,1,8
COCCCNc1nc2c(-c3cccc(C)c3)nnn2c2ccccc12,18,38
CN(C(=O)CSc1nnc(CN2CCCC2)n1Cc1ccccc1)c1ccccc1,7,-1
NC(=O)CSc1nnc2ccc(-c3ccc(Cl)cc3)nn12,5,-3
CC(=O)c1ccc(N=Cc2c(O)n(-c3cc(Cl)ccc3N3CCOCC3)c(=O)c3ccccc23)cc1,52*,-5.9*
CN(CC(=O)Nc1ccc(Cl)c(C(F)(F)F)c1)C(=O)C1CCN(C(=O)c2ccc(Cl)cc2)CC1,-112,4
CC(=O)N1CCOc2ccc(S(=O)(=O)N3CCC(C(=O)NCc4ccc(Cl)cc4)CC3)cc21,11,-44

# Not a retest: seven of the compounds above.
SMILES,H9c2 TAG inh,H9c2 TAG inh DAPI viability
C[C@H]1CN=C(N(C)C)N1CCc1ccc(F)cc1,1,8
COCCCNc1nc2c(-c3cccc(C)c3)nnn2c2ccccc12,18,38
CN(C(=O)CSc1nnc(CN2CCCC2)n1Cc1ccccc1)c1ccccc1,7,-1
NC(=O)CSc1nnc2ccc(-c3ccc(Cl)cc3)nn12,5,-3
CC(=O)c1ccc(N=Cc2c(O)n(-c3cc(Cl)ccc3N3CCOCC3)c(=O)c3ccccc23)cc1,52*,-5.9*
CN(CC(=O)Nc1ccc(Cl)c(C(F)(F)F)c1)C(=O)C1CCN(C(=O)c2ccc(Cl)cc2)CC1,-112,4
CC(=O)N1CCOc2ccc(S(=O)(=O)N3CCC(C(=O)NCc4ccc(Cl)cc4)CC3)cc21,11,-44

# Another view of five compounds above:
Molecule	H9c2 TAG inh	H9c2 TAG inh DAPI viability
COCCCNc1nc2c(-c3cccc(C)c3)nnn2c2ccccc12	18	38
CN(C(=O)CSc1nnc(CN2CCCC2)n1Cc1ccccc1)c1ccccc1	7	-1
NC(=O)CSc1nnc2ccc(-c3ccc(Cl)cc3)nn12	5	-3
CC(=O)c1ccc(N=Cc2c(O)n(-c3cc(Cl)ccc3N3CCOCC3)c(=O)c3ccccc23)cc1	52*	-5.9*
CN(CC(=O)Nc1ccc(Cl)c(C(F)(F)F)c1)C(=O)C1CCN(C(=O)c2ccc(Cl)cc2)CC1	-112	4

# Next records follow.
SMILES,H9c2 TAG inh,H9c2 TAG inh DAPI viability
Cc1c(Cl)cccc1NC(=O)c1cc(C2CC2)on1,-7,6
Cc1cccc(N(Cc2ccccc2)C(=O)CN2C(=O)NC3(CCCC3)C2=O)c1,5,-1
COCCn1c(SCC(=O)NCc2ccco2)nnc1-c1c[nH]c2ccccc12,1,-4
CC1CCCN(c2ccc(/C=C(\C#N)c3nn(-c4ccccc4)c(N)c3C#N)cc2[N+](=O)[O-])C1 (configuration not stated),20,-12
Cc1ccc(-c2ccc(/C=N/n3cnnc3)o2)cc1,-2,7
CN(Cc1nc2ccccc2[nH]1)C(=O)C1CCC(=O)N(C2CCCC2)C1 (configuration not stated),-11,4
CCCNc1nc(C)cc(-c2cc(C(=O)NC3CCCC3)on2)n1,7,-2
CCN(CC)c1ccc(/C=N/Nc2cccc(C)c2)c(O)c1,20,2
CC(OC(=O)c1ccccc1NCCO)C(=O)NC1CCCCC1C (configuration not stated),-29,8
Cn1c(NCc2cccs2)nc2ccccc21,-19,-6
CC1CCC(NC(=O)C(NS(=O)(=O)c2ccc(Br)cc2)C(C)C)CC1 (configuration not stated),1,4
O=C(OCc1cn([C@@H]2CN(Cc3cccs3)[C@@H](c3ccccc3)C[C@H]2O)nn1)c1ccccc1,-6,7
Cc1ccc(Cl)cc1N1CCN(S(=O)(=O)N2CCCCC2)CC1,9,0
Cc1cccc(N2CCN(C(=O)C3(S(=O)(=O)c4ccc(Cl)cc4)CC3)CC2)c1C,-2,4
COC(=O)c1ccc(-c2ccc(OC)c([C@H]3[C@H]4C=CC[C@@H](C)[C@@H]4C(=O)N3Cc3ccccc3)c2)cc1,-25,7
O=C(COC(=O)CC1CC2CCC1C2)NCc1ccccc1 (configuration not stated),8,-10
O=S(=O)(c1cccc2cccnc12)N1CCc2ccccc21,-1,-9
O=C(NCCOC(=O)c1ccc(C(=O)OCCNC(=O)c2ccccc2)o1)c1ccccc1,1,-1
CSc1nsc(SC)c1C(N)=O,6,0
CCOc1ccc(S(=O)(=O)Nc2ccncc2)c(C)c1C,0,6
Cc1sc2nc(C(C)Nc3ccccc3N3CCOCC3)[nH]c(=O)c2c1C (configuration not stated),9,14
CCOC(=O)c1cnc2ccccc2c1NCc1ccco1,-18,13
c1ccc(COc2ccc(Nc3ncnc4nc[nH]c34)cc2)cc1,8,10
